# Screening results as filed in PubChem.
# G9a block = G9a (human) methyltransferase inhibition; Potency, µM (series often up to 102 µM), without a hit: at the top dose activity, negative = inhibition, usual class: inhibitors; hit rate 8.8% among 350,000; Q96KQ7; G9a H3K9 monomethylation, AlphaScreen, 2 h; AID 504332; note: % is set by controls: 0 for no effect and ±100 for the full control effect; nearly all actives have a fitted effect of over 75% in size
#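 AlphaScreen detection with an anti-monomethyl H3K9 antibody quantified product after a 2 h room-temperature reaction containing 500 nM biotinylated H3K9 peptide, 20 µM SAM and 20 nM enzyme, which had been preincubated 15 min with compound.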
# POLB inh = DNA polymerase beta (human) inhibition. P06746. Pol beta primer extension/strand displacement, fluorescence kinetic. Potency, µM (titrated, usually from 114 µM), for the others: top-dose activity change, negative = inhibition, most hits filed as inhibitors. hit rate 1.3% among 340,000; note: % is set by controls: 0 for no effect and ±100 for the full control effect
#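 Enzyme-only controls used 10 nM Pol beta; buffer lacking enzyme served as negative control. Compound preincubated 15 min, then 50 nM substrate added; 0 and 10 min reads at room temperature.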
# BLM helicase inh = blocks DNA unwinding by human BLM helicase. recombinant BLM DNA unwinding, fluorescence dequenching. AID 2528. hit rate 0.2% among 350,000. Potency, µM (highest dose often 56.1 µM), inactives show at the top dose activity change, negative = inhibition, most hits filed as inhibitors. P54132;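 note: plate controls were vehicle for no effect and no enzyme for full effect; nearly all actives have a fitted effect of over 35% in size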
# Pol iota inh = inhibitors of human DNA polymerase iota. Q9UNA4. Pol iota fluorescent replication assay, 10 min. hit rate 1% among 390,000. Potency, µM (top dose mostly 115 µM), for inactives: at the highest dose activity, negative = inhibition, actives largely listed as inhibitors
#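 Fluorescent replication assay read twice, at 0 min and 10 min after adding 50 nM (final) substrate. Enzyme (10 nM) and compounds were first incubated 15 min at room temperature; enzyme-free buffer wells were negative controls.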
# APE1 inh = inhibitors of human APE1 endonuclease. hit rate 0.35% among 350,000. recombinant APE1, TAMRA/BHQ-2 abasic DNA cleavage fluorescence. P27695. Potency, µM (doses to about 65.8 µM), for inactives: at the highest dose activity change, negative = inhibition, usual class: inhibitors;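 note: plate controls were vehicle for no effect and reference inhibitor for full effect; nearly all actives have a fitted effect of over 55% in size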
#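 Step 1: APE1 (0.75 nM) with compound, 15 min RT. Step 2: add 50 nM fluorophore/quencher THF duplex. Step 3: three fluorescence reads 60 s apart (525/598 nm); read 3 minus read 1 = reaction progress.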
# JMJD2A Tudor inh = inhibitors of human JMJD2A Tudor domain | hit rate 4.4% among 390,000 | Potency, µM (titrated, usually from 114 µM), inactives show at the top dose activity change, negative = inhibition, actives largely listed as inhibitors | AID 504339 | O75164 | AlphaScreen JMJD2A-Tudor / H3K4me3 peptide binding; note: % is set by controls: 0 for no effect and ±100 for the full control effect; nearly all actives have a fitted effect of over 50% in size
# Target sequence (O75164 whole entry, looked up, the tested form may be a part): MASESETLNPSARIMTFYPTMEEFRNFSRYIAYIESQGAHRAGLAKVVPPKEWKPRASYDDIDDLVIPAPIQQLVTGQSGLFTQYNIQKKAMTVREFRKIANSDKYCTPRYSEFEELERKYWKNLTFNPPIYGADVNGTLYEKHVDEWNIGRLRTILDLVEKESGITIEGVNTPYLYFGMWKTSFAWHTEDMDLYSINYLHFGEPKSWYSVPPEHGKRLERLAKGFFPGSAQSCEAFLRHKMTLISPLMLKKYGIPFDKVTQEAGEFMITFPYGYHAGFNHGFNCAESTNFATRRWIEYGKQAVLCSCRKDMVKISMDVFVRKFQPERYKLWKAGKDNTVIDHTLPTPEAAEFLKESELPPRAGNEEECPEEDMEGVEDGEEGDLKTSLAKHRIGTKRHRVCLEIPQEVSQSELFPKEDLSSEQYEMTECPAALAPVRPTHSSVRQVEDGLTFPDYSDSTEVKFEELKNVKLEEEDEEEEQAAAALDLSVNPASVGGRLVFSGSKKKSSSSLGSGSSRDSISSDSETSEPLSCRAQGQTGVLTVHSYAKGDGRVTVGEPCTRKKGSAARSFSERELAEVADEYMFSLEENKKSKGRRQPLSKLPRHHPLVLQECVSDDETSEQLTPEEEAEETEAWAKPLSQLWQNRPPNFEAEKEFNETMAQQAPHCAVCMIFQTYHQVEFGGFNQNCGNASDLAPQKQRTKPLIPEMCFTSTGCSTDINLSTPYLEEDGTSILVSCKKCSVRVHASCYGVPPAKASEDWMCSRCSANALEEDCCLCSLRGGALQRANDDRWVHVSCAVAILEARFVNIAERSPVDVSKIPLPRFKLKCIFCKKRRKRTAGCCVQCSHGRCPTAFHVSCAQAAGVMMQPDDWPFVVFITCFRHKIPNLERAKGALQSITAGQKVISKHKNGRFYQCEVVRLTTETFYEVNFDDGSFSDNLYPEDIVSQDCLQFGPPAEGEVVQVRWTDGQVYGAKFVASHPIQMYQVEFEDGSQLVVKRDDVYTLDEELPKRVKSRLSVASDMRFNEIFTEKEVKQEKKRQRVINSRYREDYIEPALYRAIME
# BAZ2B inh = BAZ2B (human) inhibition | Q9UIF8 | Potency, µM (top dose mostly 114 µM), without a hit: at the top dose activity change, negative = inhibition, hits mostly inhibitors | AID 504333 | AlphaScreen BAZ2B-H3K14Ac peptide displacement | hit rate 4.4% among 360,000; note: % is set by controls: 0 for no effect and ±100 for the full control effect; nearly all actives have a fitted effect of over 60% in size
#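 In this displacement format the biotinylated H3(5-23) peptide acetylated at Lys14 serves as ligand at 50 nM, with BAZ2B at 50 nM in PBS pH 7.4 containing 0.01% Tween-20. Donor and acceptor beads are 10 ug/mL final.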
# Pol kappa inh = DNA polymerase kappa (human) inhibition; Q9UBT6; purified Pol kappa, fluorescent DNA synthesis assay, 10 min; Potency, µM (titrated, usually from 107 µM), for inactives: at the highest dose activity, negative = inhibition, hits mostly inhibitors; hit rate 0.53% among 400,000; AID 588579; note: % is set by controls: 0 for no effect and ±100 for the full control effect
#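 Inhibition of 10 nM Pol kappa is measured by a fluorescent read-out at 0 and 10 min following addition of 50 nM substrate (final), with a 15-min room-temperature compound preincubation.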
# POLH inh = inhibitors of human DNA polymerase eta. Q9Y253. recombinant Pol eta, fluorescent DNA replication assay. Potency, µM (series often up to 114 µM), without a hit: at the top dose activity change, negative = inhibition, usual class: inhibitors. hit rate 1.2% among 390,000. AID 588591; note: % is set by controls: 0 for no effect and ±100 for the full control effect
#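 Pol eta at 10 nM preincubated with compounds 15 min at room temperature; reaction started with fluorescent substrate (50 nM final) and read kinetically at 0 and 10 min.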
# An asterisk follows results filed as active; ? = inconclusive; . = no result given; [ ] = another dose, or the depositor's remark. Calls come from the whole dose curve; as a rule, active = well fitted curve in the direction sought with a large enough effect; inconclusive = small, poorly fitted or top-dose-only effect, or another doubt; inactive = no such curve, though single readings can be large; an effect the other way counts as inactive or inconclusive. Potency is the fitted concentration of half-maximal effect. Not all compounds are listed; count on the stated rates, not on these rows.
SMILES,G9a block,POLB inh,BLM helicase inh,Pol iota inh,APE1 inh,JMJD2A Tudor inh,BAZ2B inh,Pol kappa inh,POLH inh
CCOC(=O)N1CCN(C(=O)CCn2nc(-c3ccc(Cl)cc3)ccc2=O)CC1,18.1%[0.501 µM],13.1%,-4.1%,-9.7%,4.3%,9.4%,-11.2%,-10.4%,-11.2%
COc1cccc(/C=N/n2c(COc3ccccc3)n[nH]c2=S)c1OC,8.91µM*,?,-4.3%,-3.1%,-8.4%,28.2µM*,-31.6%,-23.5%,-19.7%
Cc1ccc(Nc2cc(C)nc3nc(C)nn23)c(C)c1,-22.7%,18.0%,4.7%,14.8%,16.8%,-15.0%,1.1%,-14.6%,-0.9%
C/C(N)=C(/C#N)C(=O)CSc1nc2ccccc2c(=O)n1Cc1ccc(F)cc1,-44.0%,7.94µM*,-24.8%,11.2µM*,-8.9%,-21.1%,?,79.4µM*,20µM*
Cc1c(Cl)cccc1NC(=S)N1CCN(c2ccc([N+](=O)[O-])cn2)CC1,.,2.8%,-6.8%,27.4%,1.0%,-12.8%,6.2%,19.2%,-5.6%
COc1ccc(CN(Cc2ccco2)c2cnc(S(C)(=O)=O)nc2C(=O)Nc2ccc(C)c(C)c2)cc1,?,21.8%,-7.3%,16.9%,.,-30.8%,?,-9.0%,-14.9%
Nc1nc(CSc2nnnn2-c2ccccc2)nc(N2CCCc3ccccc32)n1,-6.3%[59 µM],-17.9%,-1.5%,-5.6%,28.4%,-12.3%,-3.8%,-6.5%,-19.0%
Cc1ccc(/C=N/OC(=O)c2nn(C)cc2Cl)cc1,11.5%[59 µM],-0.8%,-0.8%,69.5%[activator],10.4%,-2.6%,-1.9%,5.5%,-4.9%
COc1ccc(NC(=O)CC2C(=O)N(c3ccccc3)C(=O)N2CCC2=CCCCC2)cc1 (stereo unspecified),-1.2%[59 µM],24.7%,-11.0%,32.1%[activator],.,-20.2%,-11.7%,-12.8%,-14.9%
O=C(N/N=C/c1ccc(OC(=O)c2ccc(Br)cc2)cc1)c1ccncc1,-7.5%,-2.1%,0.3%,2.7%,53.7%[activator],?,-12.6%,-19.4%,5.6%
COC(=O)c1cc(C)nc2c1c(=O)nc(SCc1ccccc1C)n2C1CC1,11.2%[59 µM],-17.3%,-4.3%,-12.0%,.,-32.1%,-2.8%,-8.4%[60.1 µM],-3.4%
CCNc1ncc2nc(-c3ccc(OC)cc3)c(=O)n(Cc3cccc(OC)c3)c2n1,7.4%[12.7 µM],.,0.2%,.,1.8%,.,.,3.2%[60.1 µM],.
COc1ccc(-c2c(-c3ccccc3OC)sc3ccccc23)cc1,-32.9%,-11.0%,-3.5%,5.0%,-10.2%,40.1%[activator],1.2%,-2.8%,-8.2%
COc1ccc(Cl)cc1NC(=O)c1cccnc1,25.2%[59 µM],16.2%,-0.2%,-5.0%,-0.1%,-11.5%,-5.4%,1.8%,-10.5%
C[C@@H]1CC[C@]2(C(=O)O[C@@H]3O[C@H](CO)[C@@H](O)[C@H](O)[C@H]3O)CC[C@]3(C)C(=CCC4[C@@]5(C)C[C@@H](O)[C@H](O)[C@@](C)(C(=O)O[C@@H]6[C@H](O)C[C@@]7(C)C(CC[C@]8(C)C7CC=C7[C@H]9[C@](C(=O)O[C@@H]%10O[C@H](CO)[C@@H](O)[C@H](O)[C@H]%10O)(CC[C@@H](C)[C@@]9(C)O)CC[C@]78C)[C@@]6(CO)C(=O)O)C5CC[C@]43C)[C@@H]2[C@]1(C)O (stereo partly specified),.,.,.,?,-15.3%,-13.0%,.,-22.7%,-1.4%
COc1ccccc1NC(=O)C1=C(C)NC2=C(C(=O)CC(c3ccc(OC)c(OC)c3)C2)C1c1coc2ccccc2c1=O (stereo unspecified),44.7µM*,2.0%,-5.4%,-4.2%,-2.8%,3.5%,-34.3%,-8.2%,-16.0%
CCOC(=O)c1cc(-c2ccc(OC)cc2)n(CCC(=O)Nc2cccc(C)c2C)c1C,-3.3%[59 µM],-2.6%,-2.0%,11.7%,.,-13.1%,-0.9%,-17.8%[60.1 µM],-0.5%
Cc1cccc(-n2c(C)nc3c(cnn3-c3ccc(F)cc3)c2=O)c1,.,-12.3%,-3.8%,?,6.7%,-1.2%,2.7%,4.4%,-6.6%
COc1ccc(CN(CCO)CCO)cc1[N+](=O)[O-],2.1%[59 µM],45.0%,0.1%,12.0%,-2.9%,-3.4%,5.3%,5.6%,5.9%
O=C(CCC1CCCCC1)NNC(=O)c1cnccn1,?,32.5%,5.9%,-9.9%,-4.1%,-15.9%,5.2%,-12.4%,-16.0%
COc1ccc(C(=O)N2CCN(c3ccc(F)cc3)CC2)cc1S(=O)(=O)NC1CC1,24.0%[12.7 µM],.,.,28.8%,-7.2%,-6.4%,0.6%,5.4%,-17.0%
CC1CCN(C(=O)Cn2cc(C(=O)C3CC3)c3ccccc32)CC1,22.8%[59 µM],9.6%,-6.7%,0.0%,-0.8%,-8.9%,2.3%,-8.3%,-9.1%
CCS(=O)(=O)Nc1ccc(C(=O)CC2(O)C(=O)Nc3ccccc32)cc1 (stereo unspecified),-1.9%[59 µM],-9.6%,0.0%,11.3%,-1.7%,-11.5%[57.1 µM],-1.2%,-16.8%,8.1%
O=C(COC(=O)/C=C/c1ccccc1)NC1CCCCC1,9.0%[59 µM],.,.,-6.2%,-3.0%,-6.8%,0.9%,-17.8%,-27.5%
COc1ccccc1NC(=O)CSc1ccc(-c2ccco2)nn1,?,?,-0.8%,?,9.1%,-25.0%,?,-5.2%,-10.3%
Cc1ccc(S(=O)(=O)N2CCN(C(=O)COC(=O)/C=C/c3cccc([N+](=O)[O-])c3)CC2)c(C)c1,.,.,.,7.4%,.,-12.1%,.,-4.5%,2.7%
O=C(COC(=O)c1n[nH]c(=O)c2ccccc12)c1ccc(Br)cc1,22.4%,-15.8%,-5.7%,46.3%[activator],2.0%,10.3%,0.9%,-0.3%,-17.3%
Cc1ccc(NC(=O)CSc2ccc(Br)cc2)cc1S(=O)(=O)N1CCOCC1,0.0%[59 µM],.,.,-6.4%,-1.7%,-1.7%,5.0%,-19.2%,-4.4%
Fc1ccccc1NC(=S)Nc1cccnc1,37.3%[12.7 µM],0.3%,-11.0%,71.0%[activator],2.0%,0.7%,-25.0%,-7.4%,-7.9%
COc1ccc(NC(=O)CSc2nnc(N)s2)cc1S(=O)(=O)N1CCCCC1,.,.,.,32.9%,31.5%,-11.0%,.,1.0%,-20.9%
Cc1nc(C)c(C(=O)N/N=C/c2c[nH]c3ccccc23)s1,103.1%[activator][12.7 µM],?,-1.1%,8.8%,0.8%,-18.5%,1.4%,-7.2%,-16.1%
Nc1c(-c2cccs2)cnn1-c1nc(-c2ccc(F)cc2)cs1,27.5%,1.1%,-0.2%,6.7%,-1.7%,-7.4%,-23.4%,-19.7%,1.3%
COc1ccc(CNC(=O)c2ccc(Cl)c(NC3=NC4CS(=O)(=O)CC4S3)c2)cc1 (stereo unspecified),21.8%,-1.7%,0.5%,-1.3%,47.4%[activator],-9.2%,-5.0%,-7.7%,-7.2%
COCCCNC(=O)c1ccc(Cn2c(=O)c3ccccc3n(CC(=O)NCCc3ccc(OC)c(OC)c3)c2=O)cc1,-21.6%,-0.9%,-0.8%,12.3%,1.1%,-12.7%,-0.5%,-16.1%,-14.2%
C(=C\c1sc(Nc2ccccc2)n[n+]1-c1ccccc1)/c1ccccc1,.,.,.,-23.5%,.,56.2µM*,.,-4.2%,-1.7%
O=C(Nc1cc(Cl)c(O)c(Cl)c1)C1CCCO1 (stereo unspecified),?,-3.0%,0.7%,-11.0%,0.8%,-14.7%,21.7%,-13.1%,0.1%
CC(=O)c1ccc(NC(=O)COC(=O)CCC(=O)c2cccs2)cc1,18.0%,34.5%,-7.5%,-0.1%,24.4%,0.7%,-2.1%,-0.5%,-14.8%
Clc1ccc(-c2n[nH]c3c2CCCC3)cc1,8.1%[12.7 µM],-2.2%,-9.3%,50.1%[activator],-0.6%,-7.0%,-15.1%,-14.7%,?
COc1cc2[nH]c(=O)n(CCCCCC(=O)NCCCN3CCOCC3)c(=O)c2cc1OC,-0.4%[12.7 µM],-6.1%,-0.1%,19.8%,-0.5%,-7.6%,2.0%,-5.0%,-18.6%
CCOC(=O)COc1nc2c(c(-c3ccco3)c1C#N)CCc1ccccc1-2,-4.3%,3.7%,-7.1%,17.8%,-5.1%,11.0%,-12.4%,-13.8%,-8.6%
Cc1nnc2sc(-c3csc4c3CCCC4)nn12,-15.9%[12.7 µM],-18.7%,-2.5%,13.0%,3.4%,-21.3%,1.4%,-6.0%,5.8%
CC1(C)Cc2c(cnn2-c2ccccc2)C(NC(=O)CCc2ccncc2)C1 (stereo unspecified),.,11.7%,-0.8%,20.0%,-4.3%,-18.1%,20.1%,-21.0%,-4.5%
CCn1nc(C(=O)Nc2ccc(N3CCOCC3)cc2)c2ccccc2c1=O,17.9%[12.7 µM],.,.,27.1%,13.4%,-17.2%,-3.8%,-2.3%,-5.7%
O=c1cc(C(F)(F)F)[nH]c2c(C(F)(F)F)cccc12,7.7%,?,-0.7%,-9.4%,?,-4.9%,-1.8%,-11.6%,-10.5%
CCc1c(C(=O)NNC(=S)NC2CCCCC2)csc1C,7.3%[12.7 µM],18.0%,-9.6%,13.3%,-2.7%,-7.7%,-3.2%,-6.7%,1.8%
COc1ccc(CCNC(=O)C2CCN(C(=O)N(C)C)CC2)cc1OC,30.5%[12.7 µM],5.1%,-1.4%,18.3%,1.7%,-10.5%,5.0%,-10.5%,-3.0%
Cc1nc(-c2ccc3c(c2)OCCCO3)cs1,?,0.3%,-4.2%,33.3%[activator],-0.1%,-3.1%,0.2%,-3.9%,1.9%
Cc1c(C(=O)NCc2ccccc2Br)oc2ccc3c(c12)C(=O)CC(C)(C)O3,-3.4%[59 µM],-1.0%,-7.0%,22.6%,.,-20.7%,-5.1%,-13.1%,.

# Shown as a hit in POLB inh, among the entries above:
SMILES,G9a block,POLB inh,BLM helicase inh,Pol iota inh,APE1 inh,JMJD2A Tudor inh,BAZ2B inh,Pol kappa inh,POLH inh
C/C(N)=C(/C#N)C(=O)CSc1nc2ccccc2c(=O)n1Cc1ccc(F)cc1,-44.0%,7.94µM*,-24.8%,11.2µM*,-8.9%,-21.1%,?,79.4µM*,20µM*
